TcdB inh – inhibitors of Clostridioides difficile toxin B glycohydrolase. TcdB glycohydrolase enzymatic assay, plate reader. inhibition, % at 9.99 µM. P18177. hit rate 0.24% among 350,000. AID 652162; in the data active = inhibition above about 10%
Starred values were filed as active, the others as inactive. Not all compounds are listed (hit frequency here may not be typical).

SMILES | TcdB inh
COc1ccc(S(=O)(=O)Nc2ccc3c(c2)C(=O)N([C@H](C)CO)C[C@H](C)[C@@H](CN(C)Cc2ccc(C(=O)O)cc2)O3)cc1 | -0.8
C[C@H](CO)N1C[C@H](C)[C@H](CN(C)S(=O)(=O)c2ccccc2)OCCCC[C@H](C)Oc2ccc(NC(=O)Nc3ccc(C(F)(F)F)cc3)cc2C1=O | -0.5
C[C@H](CO)N1C[C@H](C)[C@H](CN(C)Cc2ccc(C(=O)O)cc2)Oc2ccc(NC(=O)CCCN(C)C)cc2C1=O | -1.8
COc1ccccc1-c1ccccc1[C@H]1[C@H](C#N)N(C(=O)C2CCC2)[C@H]1CO | -0.8
CCCNC(=O)N1C[C@@H]2[C@H](c3ccccc31)[C@H](CO)N2CC1CCCCC1 | 0.4
C[C@@H]1CN([C@@H](C)CO)C(=O)c2cc(NS(=O)(=O)c3ccc(Cl)cc3)ccc2O[C@@H]1CN(C)C(=O)Nc1ccccc1 | -4.0
C[C@@H]1CN([C@H](C)CO)S(=O)(=O)c2ccc(-c3cncnc3)cc2O[C@H]1CN(C)C(=O)Cc1ccncc1 | 1.2
C[C@@H]1CCCCO[C@@H](CN(C)Cc2ccc(Cl)c(Cl)c2)[C@@H](C)CN([C@H](C)CO)C(=O)c2cc(NS(=O)(=O)c3cccs3)ccc2O1 | 0.4
COc1ccc(CN(C)C[C@@H]2Oc3ccc(NC(=O)NC(C)C)cc3C(=O)N([C@H](C)CO)C[C@H]2C)cc1 | -0.1
C[C@H](CO)N1C[C@H](C)[C@@H](CN(C)S(=O)(=O)c2ccc(F)cc2)Oc2ccc(NC(=O)CCCCCC(=O)Nc3ccccc3N)cc2C1=O | -5.6
O=C(CCN1CCCCC1)NCC[C@@H]1CC[C@@H](NC(=O)C2CCC2)[C@H](CO)O1 | 0.6
COc1ccccc1C(=O)Nc1ccc2c(c1)OC[C@@H](C)N(C)C[C@H](C)[C@H](OC)CN(C)C2=O | -1.8
O=C(C[C@H]1CC[C@H]2[C@@H](COC[C@H](O)CN2CC2CCOCC2)O1)NCC1CC1 | -0.5
COc1cccc(S(=O)(=O)N2CCCCN3[C@H](C2)[C@@H](c2ccc(C#CCC(C)C)cc2)[C@@H]3CO)c1 | -1.6
COc1ccc(NC(=O)Nc2ccc3c(c2)CC(=O)N([C@H](C)CO)C[C@@H](C)[C@H](CN(C)C(=O)Nc2ccc4c(c2)OCO4)O3)cc1 | 0.2
O=C(C[C@H]1C[C@@H]2c3cc(NC(=O)Nc4ccc(C(F)(F)F)cc4)ccc3O[C@@H]2[C@H](CO)O1)NC1CCCCC1 | 0.0
C[C@H](CO)N1C[C@H](C)[C@H](CN(C)Cc2ccc(Cl)c(Cl)c2)Oc2ccc(NS(=O)(=O)c3cn(C)cn3)cc2CC1=O | -0.3
COc1ccc(S(=O)(=O)Nc2cccc3c2O[C@@H](CN(C)C(=O)Nc2ccc(F)cc2)[C@H](C)CN([C@@H](C)CO)C3=O)cc1 | -0.6
COc1ccc(-c2ccc3c(c2)O[C@H](CN(C)CC2CCOCC2)[C@H](C)CN([C@@H](C)CO)S3(=O)=O)cc1 | 1.0
O=C(Cc1cccnc1)N1CC2(C1)[C@H](c1ccccc1)[C@H](CO)N2C(=O)C1CC1 | -2.4
CCCC(=O)Nc1ccc2c(c1)C(=O)N(C)C[C@H](OC)[C@@H](C)CN(CCc1ccccc1)[C@@H](C)CO2 | -0.2
C[C@@H]1CN([C@H](C)CO)C(=O)c2cc(NS(=O)(=O)c3cccs3)ccc2O[C@H]1CN(C)Cc1ccc(C(F)(F)F)cc1 | 1.2
CCCN1C[C@@H](C)[C@H](OC)CN(C)C(=O)c2cc(NC(=O)NC3CCCCC3)ccc2OC[C@H]1C | 0.1
CO[C@H]1CN(C)C(=O)c2ccc(NC(C)=O)cc2OC[C@H](C)N(Cc2nccs2)C[C@@H]1C | 0.4
COCC#Cc1ccc([C@H]2[C@H](CO)N3C(=O)CN(C(=O)C4CCC4)C[C@@H]23)cc1 | 0.8
CO[C@@H]1CN(C)C(=O)c2cc(NS(C)(=O)=O)ccc2OC[C@@H](C)N(C(=O)CC2CC2)C[C@@H]1C | -1.3
O=C(C1CCC1)N1[C@H](CO)[C@@H](c2ccccc2)C12CN(CCC(F)(F)F)C2 | 0.6
C[C@H](CO)N1C[C@H](C)[C@H](CN(C)S(=O)(=O)c2ccc(F)cc2)Oc2ncc(C#Cc3ccc(C(F)(F)F)cc3)cc2C1=O | -0.2
CN1CCN(C(=O)C[C@@H]2C=C[C@@H](NC(=O)c3ccc4c(c3)OCO4)[C@H](CO)O2)CC1 | -1.1
O=C(C[C@@H]1CC[C@H](NC(=O)C2CCOCC2)[C@@H](CO)O1)NCc1ccccc1Cl | -9.3
CNC[C@H]1OCCCC[C@@H](C)Oc2ccc(NC(=O)Nc3ccccc3)cc2C(=O)N([C@@H](C)CO)C[C@H]1C | -1.4
OC[C@@H]1[C@@H](c2ccccc2)C2(CN(Cc3nccs3)C2)N1CC1CCOCC1 | 0.1
CCC(=O)N1CCC2(CC1)CN(Cc1ccccn1)[C@H](CO)c1[nH]c3cc(OC)ccc3c12 | -0.4
C[C@@H]1CCCCO[C@H](CN(C)Cc2ccncc2)[C@H](C)CN([C@@H](C)CO)C(=O)c2cc(NS(=O)(=O)c3ccc(Cl)cc3)ccc2O1 | 0.4
COc1ccccc1-c1ccc2c(c1)O[C@H](CN(C)Cc1ccc3c(c1)OCO3)[C@H](C)CN([C@@H](C)CO)S2(=O)=O | -1.4
CCCNC(=O)N(C)C[C@H]1[C@H](c2ccccc2)[C@@H](CO)N1C(=O)c1ccccc1 | -1.1
O=C1CN(Cc2ccccc2)C[C@H]2[C@@H](c3ccc(-c4ccccc4F)cc3)[C@@H](CO)N12 | -0.3
C[C@@H]1CCCCO[C@@H](CN(C)Cc2ccc(Cl)c(Cl)c2)[C@@H](C)CN([C@H](C)CO)C(=O)c2cc(NS(=O)(=O)c3ccc(Cl)cc3)ccc2O1 | 0.1
CCN1[C@@H]2Cn3c(ccc(/C=C/c4ccccc4)c3=O)[C@H]1[C@@H](C(=O)N1CCOCC1)[C@@H]2CO | 1.0
CN(C)CC(=O)N[C@H]1CC[C@@H](CCn2cc(C3CCCC3)nn2)O[C@@H]1CO | 0.3
O=C(c1ccncc1)N1C[C@@H]2[C@H](c3ccccc31)[C@H](CO)N2C(=O)CN1CCOCC1 | -1.2
Cc1noc(C)c1NC(=O)N(C)C[C@H]1Oc2c(NC(=O)Nc3ccc(F)cc3)cccc2C(=O)N([C@H](C)CO)C[C@H]1C | 1.2
C[C@@H]1CN([C@@H](C)CO)C(=O)Cc2cc(NC(=O)C3CCCCC3)ccc2O[C@@H]1CN(C)C | -9.9
C[C@@H]1CN([C@H](C)CO)C(=O)Cc2cc(NC(=O)C3CCCCC3)ccc2O[C@H]1CN(C)Cc1ccc(Cl)c(Cl)c1 | 0.0
CO[C@H]1CN(C)C(=O)c2cc(NC(=O)c3ccc(F)cc3)ccc2OC[C@H](C)N(C(=O)CN(C)C)C[C@H]1C | -0.4

The closing 7 records of the part before are carried over, then new ones follow:
SMILES | TcdB inh
CCN1[C@@H]2Cn3c(ccc(/C=C/c4ccccc4)c3=O)[C@H]1[C@@H](C(=O)N1CCOCC1)[C@@H]2CO | 1.0
CN(C)CC(=O)N[C@H]1CC[C@@H](CCn2cc(C3CCCC3)nn2)O[C@@H]1CO | 0.3
O=C(c1ccncc1)N1C[C@@H]2[C@H](c3ccccc31)[C@H](CO)N2C(=O)CN1CCOCC1 | -1.2
Cc1noc(C)c1NC(=O)N(C)C[C@H]1Oc2c(NC(=O)Nc3ccc(F)cc3)cccc2C(=O)N([C@H](C)CO)C[C@H]1C | 1.2
C[C@@H]1CN([C@@H](C)CO)C(=O)Cc2cc(NC(=O)C3CCCCC3)ccc2O[C@@H]1CN(C)C | -9.9
C[C@@H]1CN([C@H](C)CO)C(=O)Cc2cc(NC(=O)C3CCCCC3)ccc2O[C@H]1CN(C)Cc1ccc(Cl)c(Cl)c1 | 0.0
CO[C@H]1CN(C)C(=O)c2cc(NC(=O)c3ccc(F)cc3)ccc2OC[C@H](C)N(C(=O)CN(C)C)C[C@H]1C | -0.4
O=C(N[C@H]1CC[C@H](CCNS(=O)(=O)c2ccc(F)cc2)O[C@H]1CO)c1ccccn1 | -0.9
CC=Cc1ccc2n(c1=O)C[C@H]1[C@H](CO)[C@@H](C(=O)N3CCc4ccccc4C3)[C@@H]2N1Cc1ccccc1 (mixture of isomers) | -0.1
COc1cccc(-c2ccc([C@@H]3[C@@H](CO)N4C(=O)CN(C(=O)c5cccnc5)C[C@@H]34)cc2)c1 | 0.7
C[C@@H]1CCCCO[C@@H](CN(C)C(=O)CCC(F)(F)F)[C@H](C)CN([C@H](C)CO)C(=O)c2cc(NC(=O)NC3CCCCC3)ccc2O1 | 0.3
CC(C)NC(=O)N(C)C[C@@H]1Oc2c(NC(=O)c3nc4ccccc4s3)cccc2C(=O)N([C@@H](C)CO)C[C@@H]1C | 0.6
COc1ccc(CN(C)C[C@@H]2Oc3c(NC(=O)Nc4ccc(OC)cc4)cccc3C(=O)N([C@@H](C)CO)C[C@@H]2C)cc1 | 1.2
C/C=C/c1ccc([C@H]2[C@@H](CO)N(C(C)=O)[C@@H]2CNC(=O)c2ccccc2)cc1 | 0.2
CN1C(=O)c2cc(NC(=O)c3cscn3)ccc2OC[C@H]2O[C@H](CC(=O)N3CCOCC3)CC[C@H]21 | -0.2
COc1cccc(CNC(=O)C[C@H]2CC[C@H](NC(=O)C3CC3)[C@H](CO)O2)c1 | 0.5
CO[C@H]1CN(C)C(=O)c2cccc(C#N)c2OCC[C@@H]2CC[C@@H](OC)[C@H](CN(C)C(=O)[C@H]1C)O2 | -1.2
C[C@@H]1CN([C@H](C)CO)C(=O)c2cc(NC(=O)CCC(F)(F)F)ccc2O[C@@H](C)CCCCO[C@H]1CN(C)Cc1ccc(Cl)c(Cl)c1 | 0.0
COCC(=O)Nc1ccc2c(c1)OC[C@@H](C)N(C)C[C@@H](C)[C@H](OC)CN(C)C2=O | -1.9
CC(C)C#Cc1cnc2c(c1)C(=O)N([C@@H](C)CO)C[C@H](C)[C@@H](CN(C)S(=O)(=O)c1cn(C)cn1)O2 | 0.4
C[C@H]1CN([C@@H](C)CO)C(=O)c2cc(C3=CCCCC3)cnc2O[C@@H]1CN(C)CC1CCOCC1 | -0.4
CO[C@@H]1CN(C)C(=O)c2ccc(NS(C)(=O)=O)cc2OC[C@H](C)N(C(=O)C2CCC2)C[C@H]1C | 0.1
CNC[C@H]1Oc2cc(C#CCOC)ccc2S(=O)(=O)N([C@H](C)CO)C[C@@H]1C | -0.3
CCCN(C)C[C@H]1OCCCC[C@@H](C)Oc2ccc(NC(=O)C3CCCCC3)cc2C(=O)N([C@H](C)CO)C[C@H]1C | -9.6
CN(C)CC(=O)N1[C@H](C#N)[C@H](c2ccccc2-c2ccccc2F)[C@H]1CO | -0.3
C[C@H]1CN([C@@H](C)CO)C(=O)c2c(c3ccccc3n2C)-c2ccccc2CO[C@H]1CN(C)C(=O)Cc1ccccc1 | 0.4
CO[C@H]1CN(C)C(=O)c2ccc(NS(=O)(=O)CC(F)(F)F)cc2OC[C@H](C)N(CC2CCCCC2)C[C@H]1C | 0.1
C[C@@H]1CCCCO[C@H](CN(C)C(=O)Nc2ccccc2)[C@@H](C)CN([C@H](C)CO)C(=O)c2cc(NC(=O)c3ccccc3)ccc2O1 | -0.8
O=C(NCC[C@H]1CC[C@H](NC(=O)C2CCOCC2)[C@@H](CO)O1)c1cc(Cl)cc(Cl)c1 | 0.7
COc1cccc(S(=O)(=O)N(C)C[C@@H]2Oc3cc(C#CCC(C)C)ccc3S(=O)(=O)N([C@@H](C)CO)C[C@H]2C)c1 | -0.3
C[C@H](CO)N1C[C@H](C)[C@@H](CN(C)C(=O)C2CCC2)Oc2cc(C3=CCCCC3)ccc2S1(=O)=O | -0.1
CN1C(=O)c2cc(NC(=O)c3cccc(F)c3)ccc2OC[C@@H]2O[C@H](CC(=O)NCC3CC3)CC[C@H]21 | -0.3
CCNC(=O)C[C@@H]1CC[C@@H]2[C@H](COc3ccc(NC(=O)Nc4ccccc4F)cc3C(=O)N2C)O1 | 0.3
O=C(C[C@H]1C[C@H]2c3cc(NS(=O)(=O)c4ccc(F)cc4)ccc3O[C@H]2[C@@H](CO)O1)NCc1ccncc1 | 1.1
CN(C[C@@H]1N[C@H](CO)[C@@H]1c1ccc(-c2cccc(F)c2)cc1)S(C)(=O)=O | 0.0
COc1ccc2c3c(n(C)c2c1)[C@H](CO)N(C(=O)CN1CCOCC1)CC31CN(C(=O)Nc2cccc(F)c2)C1 | -1.3
C[C@H](CO)N1C[C@H](C)[C@@H](CN(C)Cc2ccccn2)Oc2cc(C3=CCCC3)ccc2S1(=O)=O | 1.4
CCCNC(=O)C[C@@H]1CC[C@@H]2[C@H](COc3ccc(NC(=O)c4cc(C)on4)cc3C(=O)N2C)O1 | 0.0
CCCNC(=O)N(C)C[C@@H]1Oc2cc(-c3ccncc3)ccc2S(=O)(=O)N([C@H](C)CO)C[C@H]1C | 0.9
CCNC(=O)C[C@H]1CC[C@H]2[C@H](COc3ccc(NC(=O)c4ccccc4)cc3C(=O)N2C)O1 | 1.0
COc1cccc(S(=O)(=O)N2C[C@@H](O)COC[C@H]3O[C@H](CC(=O)NCCCN4CCOCC4)CC[C@@H]32)c1 | 1.9
C[C@H](CO)N1C[C@H](C)[C@H](CN(C)C(=O)c2cccnc2)Oc2ncc(/C=C/c3ccccc3)cc2C1=O | 1.2
CO[C@H]1CC[C@H]2CCOc3ccc(C#N)cc3C(=O)N(C)C[C@@H](c3ccccc3)CC(=O)N(C)C[C@@H]1O2 | 1.7
CCCN1C[C@H](C)[C@H](OC)CN(C)C(=O)c2cc(NC(=O)CC(F)(F)F)ccc2OC[C@H]1C | -0.4
C[C@H](CO)N1C[C@H](C)[C@H](CN(C)CC2CCCC2)Oc2ncc(Br)cc2C1=O | -0.8
